PPC-1+TRAIL kill: kills PPC-1 cancer cells in the presence of TRAIL; PPC-1 cells + TRAIL, ATPLite viability luminescence; cell killing (% activity), % at 4 µM; 220,000 compounds, 0.41% hits; AID 1443;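 active = cell killing above 50% in the first pass at 4 µM, then a duplicate retest at 5 µM averaging 50% or more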;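 also: plate controls were cells with TRAIL plus DMSO for no effect and medium-only wells lacking cells for full effect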
TbHK1 inh: T. brucei hexokinase 1 inhibition; 220,000 compounds, 0.11% hits; inhibition, % at 10 µM; recombinant TbHK1, G6PDH-coupled NADH A340;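 active = inhibition of 50% or more in the single-dose primary screen; inactive = inhibition below 50%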
m-calpain inh: blocks pig calpain II enzyme activity; 220,000 compounds, 0.37% hits; AID 1236; purified calpain II, fluorogenic peptide substrate, 30 min; inhibition, % at 16 µM;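 active = inhibition above about 50%, limit read from the data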
zfTRPN1 agonist: activates the zebrafish TRPN1 channel | activation, % at 3 µM | HEK293 zebrafish TRPN1-YFP, Fluo-8 calcium fluorescence; 100% = response to 87 µM carbachol | 220,000 compounds, 0.18% hits;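 active = activation above its plate's cutoff, the mean activation of test wells on that plate plus 3 SD, cut at about 19% in these data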;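 also: 0% = DMSO alone and 100% = 87 µM carbachol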
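Control set: carbachol 87 µM as high control, DMSO as low control; system: HEK293 stable line with zebrafish TRPN1-YFP; read-out: % activation versus carbachol response; detection: intracellular calcium fluorescence with Fluo-8; doses: single test compound dose, 3 µM nominal, 0.3% DMSO; schedule: dye 1 h 37 °C plus 30 min RT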
EBV gp42 block: inhibitors of Epstein-Barr virus glycoprotein 42. Fluorescence polarization binding assay, mP read-out. inhibition, % (tested at 21.74 µM). 220,000 compounds, 0.42% hits. AID 1085. Q1HVG2; in the data active = inhibition above about 50%
Target sequence (Q1HVG2 whole entry, looked up): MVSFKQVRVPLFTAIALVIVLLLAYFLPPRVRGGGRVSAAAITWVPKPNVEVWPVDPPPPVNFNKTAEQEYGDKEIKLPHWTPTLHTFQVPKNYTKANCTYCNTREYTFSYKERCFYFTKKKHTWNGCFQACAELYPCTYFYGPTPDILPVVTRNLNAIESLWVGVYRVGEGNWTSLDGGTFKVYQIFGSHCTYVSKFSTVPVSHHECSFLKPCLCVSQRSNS
Cl transport mod: KCC2 (human) Cl- transport modulation; KCC2 cells, thallium flux FluoZin-2 fluorescence; B-score of Tl+ flux slope (higher = more flux/activation; lower = inhibition) at 10 µM; AID 1456; 190,000 compounds, 2.2% hits;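 active = thallium flux slope and its plate-corrected score both differing from the plate sample mean at a set confidence after two filtering rounds, in either direction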;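 also: slope of fluorescence scaled to starting intensity during 10 to 20 s after thallium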
Furin inh: inhibitors of human furin; purified furin, fluorogenic substrate cleavage; P09958; inhibition, % at 30 µM; 220,000 compounds, 0.061% hits; in the data active = inhibition above about 25%; also: inactives centre near -15
thrombin 1536: inhibitors of human thrombin | 220,000 compounds, 0.26% hits | P00734 | inhibition, % at 5 µM | alpha-thrombin, Boc-VPR-AMC fluorogenic substrate cleavage;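 active = inhibition at or above 40%; inactive = inhibition below 40%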;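 also: 0% = enzyme with no compound and 100% = wells without enzyme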
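Material: Human alpha-thrombin protein | Buffer or medium: pH 7.5 Tris-saline with Tween 20 | Reagent: Boc-VPR-AMC substrate, 15 µM final | Schedule: Reaction at ambient temperature | Detection: AMC fluorescence at 355 nm excitation and 460 nm emission | Evaluation: Percent inhibition scaled between no-compound controls and no-enzyme blanks | Controls: no-compound enzyme wells and no-enzyme blanks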
TRPML3 ag: activates the human TRPML3 channel; Q8TDD5; HEK293 TRPML3-YFP, Fluo-8 calcium fluorescence; 100% = the carbachol control signal; activation, % at 3 µM; 220,000 compounds, 0.29% hits; AID 1448;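 active = activation above its plate's cutoff, the mean activation of the plate's test wells plus 3 SD, cut at about 12% in these data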;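 also: 0% = DMSO only wells and 100% = carbachol wells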
Target sequence (Q8TDD5 whole entry, looked up): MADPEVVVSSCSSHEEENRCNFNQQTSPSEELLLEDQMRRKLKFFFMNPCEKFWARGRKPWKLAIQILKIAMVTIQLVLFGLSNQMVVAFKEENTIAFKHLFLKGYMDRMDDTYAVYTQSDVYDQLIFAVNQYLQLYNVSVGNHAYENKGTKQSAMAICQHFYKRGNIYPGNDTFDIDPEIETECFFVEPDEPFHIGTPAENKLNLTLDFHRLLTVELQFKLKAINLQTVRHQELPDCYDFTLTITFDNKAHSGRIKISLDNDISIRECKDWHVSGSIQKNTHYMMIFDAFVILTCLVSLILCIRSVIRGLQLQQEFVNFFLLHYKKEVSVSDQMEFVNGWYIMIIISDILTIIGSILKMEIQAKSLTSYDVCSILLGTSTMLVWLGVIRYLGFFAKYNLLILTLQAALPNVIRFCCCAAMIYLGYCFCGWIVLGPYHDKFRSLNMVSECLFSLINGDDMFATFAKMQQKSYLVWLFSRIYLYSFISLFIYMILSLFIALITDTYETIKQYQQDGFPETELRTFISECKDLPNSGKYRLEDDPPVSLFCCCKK
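system = HEK293 cells stably carrying human TRPML3-YFP | doses = one concentration, 3 µM nominal, 0.3% DMSO | timing = dye loading 1 h 37 °C then 30 min ambient, 125 s read | detection = Fluo-8 calcium dye fluorescence, ex 470-495, em 515-575 nm | benchmarks = high control carbachol 87 µM, low control DMSO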
* = called active by the depositor; . = not tested or not shown; [ ] = dose if it differs, or a comment. Not a hit list (roughly 3.6% active in at least one column).

canonical_smiles	PPC-1+TRAIL kill	TbHK1 inh	m-calpain inh	zfTRPN1 agonist	EBV gp42 block	Cl transport mod	Furin inh	thrombin 1536	TRPML3 ag
COC(=O)CCCCC1SCC(NC(=O)OC)C1NC(=O)OC (centres undefined)	9	3	34	-0.5	-7	0.14	-1	2	0.4
CCC(Sc1nc(C)cc(C)n1)C(=O)Nc1cc(C)on1 (centres undefined)	15	-2	-26	-0.3	-2	0.048	-29	-2	1.0
CC(C)(C)OC(=O)N1CCC(CNC(=O)Nc2ccccc2)CC1	11	-10	-27	2.1	-9	-0.1	-23	0	0.9
CN(c1ccccc1)S(=O)(=O)c1ccc(C(=O)OCC(=O)NCc2ccco2)cc1	5	-4	-482	0.1	-14	0.00094	-8[20 µM]	-2	0.7
Cc1cc(-c2n[nH]c(=S)n2/N=C/c2cc([N+](=O)[O-])ccc2Cl)n[nH]1	8	16	20	-1.4	-15	-0.46	-3	33	-0.1
CCSc1ccc2cc(OC)ccc2[n+]1CC	26	-8	-144	-0.9	-27	0.39	-16	-14	-0.3
COc1ccccc1Nc1nc(NCC(C)C)nc(N)c1[N+](=O)[O-]	3	-8	23	-0.5	-7	-0.58	-26	0	0.8
Cc1nnc(SCc2ccccc2)nc1/C=C/NOCc1ccc(Cl)cc1Cl	14	-11	-23	-0.6	6	.	-13[20 µM]	-5	-0.5
CC(C)(C)c1ccc(C(=O)N/N=C/c2ccc(OCCCF)cc2)cc1	12	0	14	0.4	-9	0.74	-32	1	0.6
CCOC(=O)CN1NC2(CCCCCC2)NC1=S	9	-4	-14	0.3	-9	0.53	-12	-6	0.2
Cc1onc(-c2c(Cl)cccc2Cl)c1-c1nnc(-c2ccc(Cl)cc2)o1	19	-1	6	0.8	-15	0.095	-16	-5	1.4
COC(=O)Cc1n[nH]c(=S)[nH]c1=O	-12	3	-17	0.6	-9	-0.0076	-18	-16	1.5
O=C(CCn1nnc2ccccc21)Nc1nnc(-c2ccccc2F)s1	-12	2	2	0.7	-17	-0.078	-17	-3	0.5
COc1cccc(CNC(=O)c2nnn(CC(=O)Nc3ccc(C)c(C)c3)c2N)c1	2	.	0	.	-14	.	.	3	.
CC(C)n1c(O)c(N=Nc2ccccn2)c2ccccc21	-3	28	30	-3.1	10	5.7*	0	-11	0.1
Cc1cccc2sc(NNC(=O)c3ccc(S(=O)(=O)N4CCCC(C)C4)cc3)nc12 (centres undefined)	12	5	-17	-0.2	-6	-0.16	-10	2	0.8
O=S(=O)(c1cccc(NC(=S)N2CCN(c3ccccc3F)CC2)c1)C(F)F	31	-1	-1	1.8	5	-0.62	-29	-8	0.3
Cc1ccc(Cn2c(NS(=O)(=O)c3ccccc3)nc3ccccc32)cc1	5	-2	-3	-3.3	18	.	-16[20 µM]	2	-0.5
CCOC(=O)c1ccc(NC(=O)CC2C(=O)N(c3ccccc3)C(=O)N2CCCOC)cc1 (centres undefined)	0	1	-2	0.7	-3	1	-9[20 µM]	3	1.0
Cc1ccc(C(=O)/C=C\C(=O)c2ccc(C)cc2)cc1	24	-4	-10	2.6	-2	0.97	-14	1	0.7

Next part.
canonical_smiles	PPC-1+TRAIL kill	TbHK1 inh	m-calpain inh	zfTRPN1 agonist	EBV gp42 block	Cl transport mod	Furin inh	thrombin 1536	TRPML3 ag
O=C(COC(=O)c1cccnc1Nc1ccccc1F)NCCN1C(=O)CSC1=O	9	-21	-1	-1.4	-10	0.34	-9[20 µM]	-13	-0.6
O=C(/C=C/c1ccccc1)Nc1ncn[nH]1	11	-9	-18	0.7	-10	0.47	-17[20 µM]	9	0.4
Cc1ccc2[nH]c(=O)c(Cc3ccccc3)c(O)c2c1	7	-1	-20	-0.1	-9	-1.3	-31	-6	0.6
N#C/C(=C\c1cccs1)C(=O)NCc1ccccc1	2	-32	-8	0.6	-16	-0.062	-8	-5	0.6
COc1nc(NC23CC4CC(CC(C4)C2)C3)nc(OC)n1	2	4	-27	-1.4	-10	-0.013	-15	0	-0.7
O=C(Cn1c(=O)oc2ccccc21)N(Cc1ccccc1)C1CCS(=O)(=O)C1 (centres undefined)	-3	7	-13	-0.1	-16	1.5	-16	3	0.4
Cc1cc(Cl)ccc1OCC(=O)NCCOc1nc(N2CCOCC2)nc(N2CCOCC2)n1	-9	0	17	-1.0	8	-1.5	-15[20 µM]	11	-0.8
CCOC(=O)c1ccccc1NC(=O)/C=C/c1cc(OC)c(OC)c(OC)c1	2	-14	-43	-0.3	3	0.74	-17[20 µM]	3	0.5
O=[N+]([O-])c1cc(Cl)ccc1N1CCN(c2ccccc2O)CC1	2	2	25	1.6	16	-0.99	-14	-2	0.8
Cc1ccc(NC(=O)CN(C)CC(=O)Nc2ccc(N3CCOCC3)cc2)c(C)c1	23	2	-9	3.0	-15	-0.29	-22	3	1.2
Cc1ccc(S(=O)(=O)CC2CSc3nc4ccccc4n32)cc1 (centres undefined)	16	18	-80	4.1	-3	-0.42	-18[20 µM]	-3	3.0
Cc1cccc(N/C(=N\S(=O)(=O)c2ccccc2)C(F)(F)F)c1	16	1	5	1.7	-8	.	-28[20 µM]	5	1.1
O=C(NCc1ccccn1)C1CCCN(Cc2cnn(-c3ccccc3)c2-n2cccc2)C1 (centres undefined)	8	7	-12	0.0	-6	-0.08	-6	-2	-0.1
COc1cccc(/C=N/n2c(=S)n(C)c3ccccc32)c1OC	-13	-3	33	-1.0	13	0.12	-23[20 µM]	-8	0.4
Cn1c(=O)c2ncn(CC(=O)Nc3cccc(-c4nc5ccccc5s4)c3)c2n(C)c1=O	24	-8	-194	2.2	0	.	-15[20 µM]	3	-0.1
O=C(O)COc1ccccc1/C=N/NC(=O)Cc1csc(Nc2cccc(C(F)(F)F)c2)n1	31	2	11	0.2	11	0.0028	-9	-4	0.6
COc1ccc(NC(=O)C(CCS(C)(=O)=O)NC(C)=O)cc1 (centres undefined)	6	1	15	-0.4	-2	0.31	-10	-1	0.5
C=CCN=C(NC#N)SCC(=O)NCc1ccccc1	-4	-4	-18	1.5	-17	.	-20	-2	0.4
Cc1cc(C)cc(NC(=O)Nc2cccc(S(N)(=O)=O)c2)c1	2	4	-15	1.1	-2	-6.7e-05	-17	1	-0.1
Nc1ccc(Oc2ccc(Cl)cc2)cc1	6	-3	-19	0.5	-18	-1.4	-14[20 µM]	-1	0.5

Later entries.
canonical_smiles	PPC-1+TRAIL kill	TbHK1 inh	m-calpain inh	zfTRPN1 agonist	EBV gp42 block	Cl transport mod	Furin inh	thrombin 1536	TRPML3 ag
Cc1cc(C)n(Cc2ccc(NC(=O)c3nn(C)cc3[N+](=O)[O-])cc2)n1	32	-10	9	-0.4	6	-0.03	-21[20 µM]	1	-0.4
CS(=O)(=O)Nc1ccccc1Oc1ccccc1	8	2	3	0.4	-4	-0.35	-20[20 µM]	-5	-0.6
CCCCOC(=O)Nc1sc2nc(C)cc(C)c2c1-n1cccc1	-26	-8	-22	-0.3	-4	-0.57	-17	1	0.7
CN1CCCC1CCNS(=O)(=O)c1ccc(Br)cc1 (centres undefined)	19	1	-6	0.3	-10	0.51	-9[20 µM]	6	0.2
CN(/C=C/C(=C/C=[N+](C)c1ccccc1)OCCCS(=O)(=O)[O-])c1ccccc1	-7	6	12	0.1	-202	0.4	6	26	0.3
O=C(CC1C(=O)NCCN1C(=O)Nc1ccccc1)Nc1cc(Cl)ccc1Cl (centres undefined)	9	-7	-23	0.5	-13	-1.8	-25	-7	0.6
Cc1[nH]c(=O)[nH]c(=O)c1S(=O)(=O)N1CCN(c2ccccc2F)CC1	9	-3	-23	-0.5	61*	-0.71	-8[20 µM]	-2	-0.3
Cc1cccnc1NC(=S)Nc1ccc(Br)cc1Cl	10	-4	-2	1.1	-6	1	-23	-1	1.0
COC(=O)c1ccc(Sc2ccccc2NS(=O)(=O)c2ccc(C)cc2)nc1	12	-4	-3	-1.1	-20	.	-10[20 µM]	6	1.1
N#Cc1nc(COc2ccccc2Cl)oc1NCc1ccc(F)cc1	13	16	-78	-1.2	-30	.	-15	-3	-1.0
O=C(c1ccccc1)N1CCn2c(nc3ccccc32)C1	-10	-1	-7	-0.2	-6	-0.073	-4	2	1.0
CCOP(=O)(OCC)C(NC(=O)c1cccs1)C(F)(F)F (centres undefined)	37	-5	-22	0.7	-12	0.37	-18	.	0.6
COc1cccc(N2CCN(Cc3cccnc3)CC2)c1	-2	1	-8	-1.6	-30	-0.073	-7	-7	0.2
Cn1c(=O)cc(OCCCC(=O)Nc2cccnc2)c2ccccc21	12	2	28	1.5	-8	-1.2	-26	0	-0.6
CCc1nnc(NC(=O)c2cccnc2SC)s1	-6	-8	-26	0.2	-8	0.24	-17	-11	-0.8
Cc1nc(N2N=C3/C(=C/c4ccc(F)cc4)CCCC3C2c2ccc(F)cc2)sc1C(=O)N(C)C (centres undefined)	29	-6	-339	-1.3	-11	-1.1	3[20 µM]	0	-0.1
O=C(c1csc(Nc2ccccc2Cl)n1)N1CCCC1	17	-3	0	-2.1	-16	.	-19	2	-1.5
CCOc1ccccc1Nc1cc(C)nc2nc(C)nn12	14	0	10	-0.6	-10	0.67	-28	2	0.2
NS(=O)(=O)c1cccc(NC(=O)COC(=O)COc2ccc3ccccc3c2)c1	-6	0	-25	0.0	5	0.17	-38	-10	0.5
Cn1c(=O)oc2cc(S(=O)(=O)NC3CCCc4ccccc43)ccc21 (centres undefined)	11	0	6	0.9	-11	0.31	-32	-1	0.3

Overlap with the part before: three entries, followed by the next part.
canonical_smiles	PPC-1+TRAIL kill	TbHK1 inh	m-calpain inh	zfTRPN1 agonist	EBV gp42 block	Cl transport mod	Furin inh	thrombin 1536	TRPML3 ag
CCOc1ccccc1Nc1cc(C)nc2nc(C)nn12	14	0	10	-0.6	-10	0.67	-28	2	0.2
NS(=O)(=O)c1cccc(NC(=O)COC(=O)COc2ccc3ccccc3c2)c1	-6	0	-25	0.0	5	0.17	-38	-10	0.5
Cn1c(=O)oc2cc(S(=O)(=O)NC3CCCc4ccccc43)ccc21 (centres undefined)	11	0	6	0.9	-11	0.31	-32	-1	0.3
CCN(CC)C(=O)CC(c1ccc(F)cc1)c1ccco1 (centres undefined)	1	-5	-63	-0.2	-17	0.13	-14[20 µM]	-1	-0.2
CNc1nc(CCN2C(=O)c3ccccc3C2=O)cs1	10	-4	12	0.2	-6	.	-14[20 µM]	-10	0.9
CCCn1c(=NC(=O)c2c(-c3c(F)cccc3Cl)noc2C)c(C(=O)OCC)cc2c(=O)n3ccccc3nc21	13	-14	-78	0.6	-11	-1.3	-24	-4	1.5
COc1ccc(S(=O)(=O)NCCSCc2ccco2)cc1C	.	4	-7	-0.1	11	-1.8	-12[20 µM]	2	0.4
Cc1cccc(N2CCN(Cc3ccoc3)CC2)c1C	21	-11	13	-1.3	-5	1.3	-16[20 µM]	1	0.5
Cc1cc(NC(=O)c2cccc(F)c2)ncc1NC(=O)c1ccco1	13	-7	-7	-0.4	-19	0.41	-16[20 µM]	-3	0.5

Screening results deposited in PubChem BioAssay by several laboratories.
